Neddylation inh: blocks human cullin neddylation | P61081+Q13564 | TR-FRET cullin neddylation, biochemical | calls only at 25 µM | actives 0.58% (n = 360,000) | AID 651699; in the data active = inhibition above about 36%
STEP inh: blocks human striatal-enriched tyrosine phosphatase | actives 0.25% (n = 360,000) | recombinant STEP, OMFP fluorogenic substrate, fluorescence | inhibition, % at 20 µM | AID 588621;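 active = inhibition at 20 µM, scaled per plate between control wells, above about 37%, limit read from the data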;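 note: 0% = DMSO with enzyme and substrate and 100% = substrate only without enzyme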
Target sequence (P54829 whole entry, looked up): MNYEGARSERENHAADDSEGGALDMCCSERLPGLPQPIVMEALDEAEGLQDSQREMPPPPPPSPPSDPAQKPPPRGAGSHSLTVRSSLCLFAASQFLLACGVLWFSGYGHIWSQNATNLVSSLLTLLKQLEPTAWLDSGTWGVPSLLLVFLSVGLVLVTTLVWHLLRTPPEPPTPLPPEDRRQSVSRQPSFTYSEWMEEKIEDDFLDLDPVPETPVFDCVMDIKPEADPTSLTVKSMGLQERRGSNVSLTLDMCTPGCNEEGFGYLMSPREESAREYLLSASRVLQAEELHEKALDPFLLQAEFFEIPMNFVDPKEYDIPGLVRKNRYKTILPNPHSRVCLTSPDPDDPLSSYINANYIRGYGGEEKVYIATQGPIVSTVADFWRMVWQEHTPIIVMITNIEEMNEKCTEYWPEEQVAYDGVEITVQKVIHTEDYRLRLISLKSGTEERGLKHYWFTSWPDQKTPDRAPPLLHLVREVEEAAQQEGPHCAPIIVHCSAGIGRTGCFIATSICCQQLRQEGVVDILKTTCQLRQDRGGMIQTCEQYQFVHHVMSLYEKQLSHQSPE
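Assay system: isolated STEP enzyme. Buffer or medium: pH 6.0 Bis-Tris with DTT and Tween 20. Also added: fluorogenic phosphatase substrate OMFP at 25 µM final. Dosing: 20 µM, 1% DMSO. Timing: 20 min reaction, room temperature, in the dark. Measured by: fluorescence intensity, excitation 480 nm, emission 540 nm. Evaluation: normalized % inhibition.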
SUMO1-SIM PPI: modulators of human SUMO1-mediated protein-protein interactions; P63165; SUMO1 binding to a labelled peptide, TR-FRET, 1 h; inhibition, % at 20 µM; actives 0.33% (n = 360,000); AID 602429; in the data active = inhibition above about 37%
Target sequence (P63165 whole entry, looked up): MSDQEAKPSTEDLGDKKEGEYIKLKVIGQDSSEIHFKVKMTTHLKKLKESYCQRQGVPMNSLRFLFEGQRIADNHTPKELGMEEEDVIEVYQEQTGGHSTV
Tb MetRS inh: blocks T. brucei methionyl-tRNA synthetase activity; inhibition, % at 11.9 µM; purified T. brucei MetRS, ATP depletion, Kinase-Glo luminescence; actives 0.4% (n = 360,000);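 active = inhibition above a per-plate cutoff of the control wells' mean inhibition plus 3 SD, cut at about 5.5% in these data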;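 note: 0% = DMSO wells median and 100% = median of wells with control inhibitor compound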
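Material: parasite MetRS enzyme / Replication: singlicate, one well per compound / Signal: luminescence of leftover ATP / Schedule: 2 h aminoacylation at 25 °C after 15 min preincubation / Medium: HEPES-MgCl2-KCl buffer plus DTT, spermine, BSA, pyrophosphatase / Doses: 11.9 µM single point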
LMPTP block: blocks human LMPTP phosphatase | P24666 | actives 0.22% (n = 360,000) | inhibition, % at 20 µM | recombinant LMPTP-A, OMFP fluorogenic substrate, fluorescence intensity | AID 651560;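 active = compounds that cut the enzyme signal by at least half of the control window in the single-dose screen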;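 note: plate controls were DMSO wells with enzyme plus substrate for no effect and substrate without enzyme for full effect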
Target sequence (P24666 whole entry, looked up): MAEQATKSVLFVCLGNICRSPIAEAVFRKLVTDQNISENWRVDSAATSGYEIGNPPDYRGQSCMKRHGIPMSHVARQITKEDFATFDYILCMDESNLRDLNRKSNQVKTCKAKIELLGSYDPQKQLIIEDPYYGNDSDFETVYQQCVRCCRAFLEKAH
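Test system: LMPTP-A phosphatase enzyme. Amount: LMPTP-A at 0.625 nM final in the reaction. Reagent: OMFP substrate, 400 µM final. Times: 50 min at room temperature. Signal: endpoint fluorescence intensity from OMFP dephosphorylation. Read-out basis: % inhibition. Benchmarks: no-enzyme and uninhibited controls.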
SKN-1 block: C. elegans SKN-1 inhibition. C. elegans VP596 Pgst-4::GFP/RFP ratio, acrylamide-induced, 24 h. inhibition, % at 21.8 µM. actives 0.49% (n = 360,000). AID 624304;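 active = interference check ratio from 0.5 to 1.5 plus GFP to RFP signal ratio inhibition reaching or exceeding a fixed threshold, cut at about 30% in these data, passing the limit was not always enough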; note: some compounds called inactive have numbers as strong as hits
NadD block: blocks S. aureus nicotinate mononucleotide adenylyltransferase | purified NadD enzyme, colorimetric absorbance read-out | inhibition, % at 20 µM | actives 0.78% (n = 360,000); in the data active = inhibition above about 26%; note: some compounds past the cut are filed as inactive
NRP1-CendR mod: modulators of CendR peptide binding to human neuropilin-1; AID 602438; FAM-RPARPAR peptide binding to NRP-1, fluorescence polarization; actives 0.85% (n = 360,000); inhibition, % at 25 µM; O14786;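 active = inhibition or corrected inhibition above about 18%, plus a signal ratio from 0.5 to 1.5, limit read from the data, passing the limit was not always enough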; note: strong numbers were not always called active
Scp-1 inhibitor: Scp-1 (human) phosphatase inhibition. Q9GZU7. Recombinant Scp1, phosphopeptide, malachite green phosphate absorbance. inhibition, % at 20 µM. actives 0.88% (n = 340,000);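 active = inhibition above about 50% at 20 µM, limit read from the data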;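 note: plate controls were DMSO wells with enzyme for no effect and wells lacking enzyme for full effect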
Target sequence (Q9GZU7 76-261 limits assumed): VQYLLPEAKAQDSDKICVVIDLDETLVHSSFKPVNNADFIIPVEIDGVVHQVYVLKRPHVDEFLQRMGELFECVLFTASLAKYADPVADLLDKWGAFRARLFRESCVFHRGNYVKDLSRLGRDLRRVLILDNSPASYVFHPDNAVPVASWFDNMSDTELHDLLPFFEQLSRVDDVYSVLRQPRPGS
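Incubation: 45 min enzyme reaction at room temperature / System: truncated SCP-1 phosphatase (76-261aa) / Reagent: Phospho 17-mer peptide substrate / Buffer or medium: Acidic Tris acetate buffer with magnesium and detergent / Signal: absorbance at 630 nm / Doses: one concentration, 20 µM, with 1.0% DMSO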
DNMT1 block: DNMT1 (human) enzyme inhibition; actives 0.83% (n = 360,000); DNMT1 molecular beacon, Hinp1I cleavage, fluorescence; AID 588458; inhibition (reported as % activation of signal), % at 10 µM; in the data active = inhibition above about 50%
* hit, by the source's call; i = inactive; / = no result given.

Under each structure – Neddylation inh, STEP inh, SUMO1-SIM PPI, Tb MetRS inh, LMPTP block, SKN-1 block, NadD block, NRP1-CendR mod, Scp-1 inhibitor, DNMT1 block
- COc1cccc(C(=O)NCCn2ccc3ccccc32)c1
  i, -3.7, 0.1, -0.4, 0.0, 0.2, -4.0, 6.3, -3.9, -5.5
- CCOC(=O)[C@]12CCC=C1N(Cc1ccccc1)C(=O)[C@H](CC(=O)N1CCOCC1)C2
  i, /, 2.4, -1.0, -0.5, 1.2, -0.2, -2.2, /, /
- COc1cccc(C(C(=O)NC2CCCC2)N(C(=O)CNC(=O)c2ccco2)c2cccnc2)c1 (stereo not drawn)
  i, -3.8, 1.9, 1.1, -1.1, 14.1, -2.1, 7.9, -3.0, -0.8
- CCSc1nnc(NC(=O)CSc2nc3c(c(=O)n2CCOC)SC(C)C3)s1 (stereo not drawn)
  i, 1.2, 0.6, -0.6, -0.1, -1.2, 0.6, -10.7, -1.2, 5.0
- COc1ccccc1N1CCN(C(CNS(=O)(=O)c2ccc(C)cc2)c2cccnc2)CC1 (stereo not drawn)
  i, -2.0, -9.5, -0.2, 0.8, 9.0, 23.9, 4.9, 1.1, -5.6
- COc1ccc(N2CCN(C(=O)COC(=O)CCS(=O)(=O)c3ccc(C)cc3)CC2)cc1
  i, -1.3, -0.3, -0.2, -0.5, -7.7, 0.0, -6.3, 2.2, -0.2
- O=C(Nc1cccc(F)c1)/C(=C\c1cccnc1)NC(=O)c1cccs1
  i, -2.1, -5.6, -0.1, -0.4, 0.1, 0.7, 8.9, -1.3, 0.1
- CCOc1ccccc1NC(=O)NCc1ccccc1F
  i, 1.2, -3.3, -0.3, -0.8, -5.0, -1.1, 4.5, -1.4, -0.3
- COC(=O)N/N=C(C)/C=C/c1ccccc1
  i, -2.0, -9.8, -1.1, -0.3, 3.5, 1.9, -10.7, 3.6, -1.8
- O=C(NCCCc1ccccc1)c1cccc(NC(=O)C2CC2)c1
  i, -2.3, -1.9, 0.9, -1.6, -1.9, 2.8, 8.5, -4.8, 1.3
- O=C(O)c1ccc(-c2noc(-c3ccccc3Cl)n2)cc1
  i, -2.1, 16.6, -0.2, -2.6, -7.3, -4.0, 12.7, -6.5, 5.5
- O/N=C1\CC2(Cc3nonc31)OCCO2
  i, -2.1, -1.4, -1.5, 3.0, 6.2, -3.5, -8.2, -5.9, 77.1*
- O=C(Nc1ccccc1)/C(=C/c1ccccc1)NC(=O)c1ccco1
  i, 1.2, -4.1, -0.3, 1.1, 2.1, -0.1, 2.1, -2.2, -6.5
- COC(=O)c1[nH]c2ccc(Br)cc2c1NC(=O)CN1CCN(C2CCCCC2)CC1
  i, -4.0, -7.6, -0.4, 0.4, 10.3, -4.2, 13.7, -0.2, -2.4
- O=C(CSc1oc(-c2cccs2)nc1S(=O)(=O)c1ccccc1)NC1CCCCC1
  i, 1.4, -1.7, -1.4, 0.2, -4.7, -5.8, -11.0, -6.5, -2.9
- CC(=O)c1ccc(N2CCN(S(=O)(=O)c3c(C)[nH]c(C)c3C(=O)N3CCCC3)CC2)cc1
  i, -0.5, -6.9, -0.4, -0.5, -5.5, -1.5, -0.3, -1.4, 1.9
- COCCCNC(=O)Cn1ccc(N)nc1=O
  i, -1.5, -0.6, 0.0, 0.1, -1.3, -4.9, 5.2, 4.0, -0.1
- O=C(CSc1nnc(-c2ccncc2)o1)Nc1nncs1
  i, -2.0, 2.2, -0.5, -2.9, -3.2, 3.5, 1.9, -2.0, -1.4
- CCn1nc(C)c(CN2CCCC(CNS(=O)(=O)c3ccc(OC)cc3)C2)c1C (stereo not drawn)
  i, -2.0, 12.3, 0.3, 2.4, -1.9, 1.7, 1.4, 1.0, 0.1
- CC1(C)CC(NC(=O)C2CCN(S(=O)(=O)c3ccccc3C(F)(F)F)CC2)CC(C)(C)N1
  i, -1.9, 1.3, -0.3, -0.3, 3.1, 0.2, 12.2, -1.8, 1.8

In another format: results already given
SMILES: O/N=C1\CC2(Cc3nonc31)OCCO2
  Neddylation inh = i | STEP inh = -2.1 | SUMO1-SIM PPI = -1.4 | Tb MetRS inh = -1.5 | LMPTP block = 3.0 | SKN-1 block = 6.2 | NadD block = -3.5 | NRP1-CendR mod = -8.2 | Scp-1 inhibitor = -5.9 | DNMT1 block = 77.1*
SMILES: COC(=O)N/N=C(C)/C=C/c1ccccc1
  Neddylation inh = i | STEP inh = -2.0 | SUMO1-SIM PPI = -9.8 | Tb MetRS inh = -1.1 | LMPTP block = -0.3 | SKN-1 block = 3.5 | NadD block = 1.9 | NRP1-CendR mod = -10.7 | Scp-1 inhibitor = 3.6 | DNMT1 block = -1.8
SMILES: COc1cccc(C(C(=O)NC2CCCC2)N(C(=O)CNC(=O)c2ccco2)c2cccnc2)c1 (stereo not drawn)
  Neddylation inh = i | STEP inh = -3.8 | SUMO1-SIM PPI = 1.9 | Tb MetRS inh = 1.1 | LMPTP block = -1.1 | SKN-1 block = 14.1 | NadD block = -2.1 | NRP1-CendR mod = 7.9 | Scp-1 inhibitor = -3.0 | DNMT1 block = -0.8
SMILES: CCOC(=O)[C@]12CCC=C1N(Cc1ccccc1)C(=O)[C@H](CC(=O)N1CCOCC1)C2
  Neddylation inh = i | STEP inh = / | SUMO1-SIM PPI = 2.4 | Tb MetRS inh = -1.0 | LMPTP block = -0.5 | SKN-1 block = 1.2 | NadD block = -0.2 | NRP1-CendR mod = -2.2 | Scp-1 inhibitor = / | DNMT1 block = /

(further entries)
Under each structure – Neddylation inh, STEP inh, SUMO1-SIM PPI, Tb MetRS inh, LMPTP block, SKN-1 block, NadD block, NRP1-CendR mod, Scp-1 inhibitor, DNMT1 block
- [NH-]c1ncnc2c1N=C[N+]2=CC=CCO
  i, -0.9, -4.4, -1.3, 2.4, 0.9, 2.3, -0.2, -1.3, 3.8
- Cc1ccc(-n2nc3c(=O)n(CC(=O)NCCC4=CCCCC4)nc(C)c3c2C)cc1
  i, 3.2, 5.1, -0.5, 2.1, -4.4, -0.7, 12.5, -4.3, -1.6
- COC(=O)c1cc(=O)nc(NN=C2c3ccccc3-c3ccccc32)s1
  i, -0.6, -14.2, 0.4, 1.3, 8.5, 17.6, -2.3, /, -23.8
- COc1cc(C2C(C#N)=C(N)N(c3sc4c(c3C#N)CCCC4)C3=C2C(=O)CC(C)(C)C3)cc(OC)c1OC (stereo not drawn)
  i, 3.5, -2.3, 0.1, 0.4, 10.2, 4.3, -10.7, -14.7, 8.2
- O=C(Nc1ccc2c(c1)OCO2)c1ccccc1
  i, -1.2, -0.6, -0.8, -0.9, 14.6, -12.3, 13.3, -5.3, -3.0
- CN(C)N1C(=O)CC(NNC(=O)c2ccncc2)C1=O (stereo not drawn)
  i, -4.6, -1.8, 0.1, -2.7, 4.7, 5.0, 0.4, -4.1, 0.5
- CCCC(=O)Nc1ccc(NC(=O)C23CC4CC(CC(C4)C2)C3)cn1
  i, -0.1, -12.6, -0.4, 0.9, 15.9, -0.2, -2.5, -5.2, -1.2
- O=C(CC1SC(=O)N(c2ccccc2)C1=O)Nc1ccccc1 (stereo not drawn)
  i, 2.2, -3.5, 0.2, 0.7, 4.1, -3.6, 2.8, -3.9, 1.8
- O=C(C1=NN[C@@H]2C(=O)N(c3ccccc3C(F)(F)F)C(=O)[C@H]12)c1cnccn1
  i, 0.2, -10.9, -0.1, -2.3, 6.1, -4.2, 2.1, -10.9, 1.1
- CCOc1ccc2nc(SCC(=O)NC(=O)NCc3ccco3)sc2c1
  i, -1.2, 2.4, -0.5, 3.6, 27.2, 6.7, 2.3, -7.0, -6.5
- CCOC(=O)c1sc2nc(SCC(=O)NCc3ccco3)n(Cc3ccccc3)c(=O)c2c1C
  i, -1.2, -2.1, -0.2, -1.0, -4.7, 0.9, 7.7, -1.2, 26.6
- Cc1cccc(N2CCN(C(c3ccc(N(C)C)cc3)c3nnnn3C(C)(C)C)CC2)c1C (stereo not drawn)
  i, -0.2, -0.2, -1.2, 0.2, 10.9, 2.2, -6.2, -6.7, 0.9
- C=CCn1c(Oc2cccc(C)c2)nc2c1c(=O)n(C)c(=O)n2C
  i, 3.5, 1.8, -0.4, -0.1, -0.9, 7.1, 7.1, -7.0, 1.3
- C#CCn1c(CCNC(=O)c2ccco2)nc2ccccc21
  i, -2.9, -3.9, -0.7, -1.3, 7.4, -3.2, -2.3, 8.6, 2.9
- Cc1ccc(Nc2nc3nonc3nc2N(C)C)cc1
  i, 1.5, -15.0, -0.2, 0.4, 1.8, -2.5, 3.7, -6.1, 1.8
- Cc1c(C(=O)NCc2cccnc2)oc2ccc(S(=O)(=O)N3CC(C)CC(C)C3)cc12 (stereo not drawn)
  i, 2.6, 1.3, 0.0, 0.2, 0.7, 3.5, -11.7, 0.3, 18.9
- O=C(O)c1ccccc1-c1ccccc1C(=O)Nc1ccc(OC(F)(F)F)cc1
  i, -6.4, 9.0, -1.2, -3.3, -12.5, -5.2, -20.6, 4.4, 5.2
- COc1ccc(N2CCN(C(=O)CCNS(=O)(=O)c3cc(Br)cnc3N)CC2)cc1
  i, 1.9, 2.4, 0.5, 0.8, 0.1, 3.6, 9.7, -9.1, -4.1
- CCn1c(NC(=O)C(C)C)c(-c2cccs2)c(=O)c2ccccc21
  i, -1.3, 5.5, -0.2, -0.5, -11.8, -2.8, 10.6, -12.8, -4.3
- CC(C)(C)c1ccc(CC(=O)N2CCC2(C)C(=O)NS(=O)(=O)c2ccc3c(c2)CCO3)cc1 (stereo not drawn)
  i, -0.3, -3.5, 0.4, -1.3, -2.6, 0.5, -2.3, /, 2.5
- CC(=O)c1c(O)c2cccc3c2n(c1=O)CCC3
  i, 1.1, 6.6, -0.7, 0.0, 21.2, -4.1, -7.6, -10.4, 4.4
- O=C(COC(=O)/C=C/c1cccc([N+](=O)[O-])c1)NCC1CCCO1 (stereo not drawn)
  i, -1.3, -31.5, -0.7, -1.5, 6.5, -7.1, 3.8, -7.4, -0.3
- C/C=C(/C)C(=O)Nc1cccc(C2=NOC3(C2)C[C@@H](C(N)=O)N(C(=O)C2(C)CC2)C3)c1 (stereo partly drawn)
  i, 0.0, 2.0, -0.5, -1.3, 0.6, 2.2, 2.3, -2.3, 7.0
- COc1cc2cc(Br)cc(Br)c2nc1C
  i, 0.4, -3.9, 0.0, 2.3, 23.2, -5.8, -19.0, 3.2, 1.5
- COC(=O)c1sc2cc(C(F)(F)F)cnc2c1-c1cccnc1
  i, -0.4, -8.2, -1.1, -1.2, -16.8, -2.4, 9.1, 3.4, 3.5

Screens deposited in PubChem by several laboratories.
